Screening data (PubChem)
MLL CXXC-DNA inh – qHTS Fluorescence Polarization Assay for Inhibitors of MLL CXXC domain - DNA interaction; Histone-lysine N-methyltransferase 2A (Homo sapiens), Q03164; MLL-CXXC / FITC-HOXA9 DNA fluorescence polarization; Potency, µM (series often up to 115 µM), for the others: at the top dose activity change, negative = inhibition, usual class: inhibitors; 290,000 compounds, 0.037% hits; active means well fitted inhibition curve with a large enough effect in the polarisation, with a control signal flat, not every such curve was filed as active; inconclusive means small, poorly fitted or top-dose-only effect, or effect the other way, or a change in a side signal; inactive means no such curve, though single readings can be large or run the other way; the % refers to the polarisation; further: potency means the concentration at half of the fitted maximal effect
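Steps: dispense CXXC domain solution (7 uM) → pin compounds or unlabeled HOX-A9 DNA control → 5 min ambient → add FLSN-HOX-A9 solution (50 nM) → spin → 30 min ambient → fluorescence polarization. Tris pH 7.5/NaCl/DTT/BSA buffer.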
MBNL1 CUG block – qHTS Assay for Inhibitors of MBNL1-poly(CUG) RNA binding; Muscleblind-like protein 1 (Homo sapiens), Q9NR56; TR-FRET MBNL1-His/biotin-(CUG)12 binding, 665/545 ratio; Potency, µM (titrated, usually from 57.5 µM), inactives show top-dose activity change, negative = inhibition, usual class: inhibitors; 280,000 compounds, 0.036% hits; active means well fitted inhibition curve with a large enough effect in the signal ratio, with a control signal flat, not every such curve was filed as active; inconclusive means small, poorly fitted or top-dose-only effect, or effect the other way, or a change in a side signal; inactive means no such curve, though single readings can be large or run the other way; the % refers to the signal ratio; further: potency means the concentration at half of the fitted maximal effect; on the % scale 0 is the no-effect control and ±100 the full control effect
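TR-FRET between His-tagged MBNL1 and biotin-(CUG)12 RNA, detected with Tb anti-His antibody (0.055 ng/ul) and streptavidin-XL665 (5 nM), 60 min at room temperature. Compounds titrated 92 nM to 58 uM; 665/545 nm ratio normalized to buffer and complex controls.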
PTAP TSG101 blk – qHTS Assay for Iinhibitors of HIV-1 Budding by Blocking the Interaction of PTAP/TSG101. Tumor susceptibility gene 101 protein (Homo sapiens), Q99816. Fluorescence polarization, FITC-PTAP peptide / Tsg101 binding. Potency, µM (series often up to 115 µM), for inactives: at the highest dose activity change, negative = inhibition, actives largely listed as inhibitors. 340,000 tested, under 10 active. AID 493005, 2010; active means well fitted inhibition curve with a large enough effect in the main read-out, with a control signal flat, not every such curve was filed as active; inconclusive means small, poorly fitted or top-dose-only effect, or effect the other way, or a change in a side signal; inactive means no such curve, though single readings can be large or run the other way; further: potency means the concentration at half of the fitted maximal effect; % of control where 0% means no effect
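Fluorescence polarization binding of Tsg101 binding domain (10 uM final) to FITC-labeled PTAP peptide (50 nM final) in HEPES pH 7.5 buffer with NaCl, Tween 20, EDTA, TCEP. Compounds added before peptide; binding 20 min at RT.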
TCR act – Activators of T cell receptors: qHTS campaign; Potency, µM (doses to about 9.22 µM), without a hit: at the top dose activation of IL-2 secretion, actives largely listed as activators; 330,000 tested, under 10 active; AID 504894, 2011; primary human leukocytes, anti-CD3, IL-2 HTRF, 48 h; further: % of control where 0% means no effect
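Compounds are tested in HTS on primary human leukocytes co-incubated with a-CD3 beads for 48 hr. IL-2 output is measured by time-resolved FRET.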
Mito fusion yeast – qHTS Assay for Small Molecule Inhibitors of Mitochondrial Division or Activators of Mitochondrial Fusion. S. cerevisiae fusion-defective mutant growth rescue, CellTiterGlo 48 h. Potency, µM (highest dose often 46.1 µM), for the others: top-dose growth rescue (activation), most hits filed as activators. 320,000 compounds, 0.23% hits;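 further: potency means the concentration at half of the fitted maximal effect; % of control where 0% means no effect; nearly all actives have a fitted effect of over 45% in size; temperature-sensitive fusion mutants such as fzo1-1 at 37 °C on non-fermentable ethanol glycerol medium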
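Yeast fusion mutant, YPEG (non-fermentable carbon), compound, 48 h at 37C non-permissive; CellTiterGlo added, 10 min RT, luminescence read. Rescued growth = division inhibition.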
Menin-MLL TR inh – qHTS Assay for Inhibitors Targeting the Menin-MLL Interaction in MLL Related Leukemias: Competition With Texas Red Labeled MLL-derived Mutant Peptide; O00255; Menin + Texas Red MLL mutant peptide, fluorescence polarization; Potency, µM (highest dose often 61.6 µM), for inactives: top-dose FP activity change, negative = inhibition, hits mostly inhibitors; 270,000 compounds, 0.23% hits; active means well fitted inhibition curve with a large enough effect in the polarisation, with a control signal flat, not every such curve was filed as active; inconclusive means small, poorly fitted or top-dose-only effect, or effect the other way, or a change in a side signal; inactive means no such curve, though single readings can be large or run the other way; the % refers to the polarisation; further: potency means the concentration at half of the fitted maximal effect; % of control where 0% means no effect; many of its hits are not listed in these tables
S-ASM inh – Inhibitors of Secretory Acid Sphingomyelinase (S-ASM): qHTS. Sphingomyelin phosphodiesterase (Homo sapiens), P17405. placental ASM, HMU-PC fluorogenic substrate, 60 min. Potency, µM (titrated, usually from 57.5 µM), for the others: at the top dose activity change, negative = inhibition, hits mostly inhibitors. 340,000 compounds, 0.006% hits; further: potency means the concentration at half of the fitted maximal effect
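Human placenta-derived ASM preincubated with compound 10 min at room temperature, then reacted with 9 uM (final) fluorogenic HMU-PC substrate for 60 min at 37 C. Stop solution raises pH to 10; fluorescence read at Ex 386/Em 447 nm.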
TSHR antag – Antagonists of the Thyroid Stimulating Hormone Receptor: HTS campaign | 330,000 compounds, 0.2% hits | activity change, negative = inhibition, % at 11.5 µM | TSHR-expressing cells, TSH-stimulated cAMP HTRF, 2 h; active compounds read low;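 active means activity change below a set negative limit, meaning inhibition stronger than a set level, cut at about -70% in these data; inconclusive means activity change between two set negative limits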; further: on the % scale 0 is the no-effect control and ±100 the full control effect
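TSHR-expressing cells were treated with compounds, then stimulated with TSH at EC80 (4nM final) for 2 hours at 37 deg C. Cellular cAMP was measured by HTRF competition between lysate cAMP and cAMP-d2 for a cryptate-labelled anti-cAMP antibody.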
A-T KAP1 phos – qHTS Assay for Identifying a Potential Treatment of Ataxia-Telangiectasia | […] A-T fibroblasts, KAP-1 phosphorylation AlphaLISA; neocarzinostatin DNA damage 30 min before lysis | Potency, µM (top dose mostly 57.5 µM), inactives show top-dose activation, most hits filed as activators | 320,000 compounds, 0.19% hits; further: potency means the concentration at half of the fitted maximal effect; % of control where 0% means no effect; nearly all actives have a fitted effect of over 45% in size
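hTERT-immortalized A-T patient fibroblasts ([…]), 500 cells/well in OPTI-MEM, 1% FBS, got compounds for 60 min, then NCS for 30 min at 37C. Lysates were then assayed for phospho-KAP-1 by AlphaLISA (anti-pKAP1 donor, anti-KAP1 acceptor beads), 6 hr at 25C.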
a7 integrin act – qHTS for Activators of Integrin-Mediated Alleviation for Muscular Dystrophy. 350,000 compounds, 0.064% hits. Potency, µM (titrated, usually from 38.3 µM), without a hit: top-dose activation, usual class: activators. alpha7betagal myoblasts, beta-gal FDG fluorescence, 48 h;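 further: potency means the concentration at half of the fitted maximal effect; 100% = response of the positive control SU9516; nearly all actives have a fitted effect of over 60% in size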
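alpha7betagal+/- myoblasts (passage 13, 250/well) treated 48 h at 37C with compounds at 1:260 dilution of DMSO stock. Lysed, then beta-galactosidase activity read as FDG fluorescence (ex 480/em 540) after 30 min, with pre-read for autofluorescence.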
Active calls of the source: *; ? = inconclusive; · = not tested or not shown; & = joins results of further samples; [ ] = dose if it differs, or a comment. Unless noted, the call rests on the fitted dose curve; in most records, active means well fitted curve in the direction sought with a large enough effect; inconclusive means small, poorly fitted or top-dose-only effect, or another doubt; inactive means no such curve, though single readings can be large; an effect the other way counts as inactive or inconclusive. These rows are one share of the data; rates above refer to the full screens.

SMILES	MLL CXXC-DNA inh	MBNL1 CUG block	PTAP TSG101 blk	TCR act	Mito fusion yeast	Menin-MLL TR inh	S-ASM inh	TSHR antag	A-T KAP1 phos	a7 integrin act
Cc1c(C(=O)NCC(c2ccco2)N2CCCC2)oc2ccc(Cl)cc12 (centres undefined)	15%	-1%	-2%	-4%	-16%	-16%	-2%	-6	-7%	-6%
Cc1cccc(NS(=O)(=O)c2ccc(C)c(C(=O)NCC(c3ccco3)N3CCCCC3)c2)c1 (centres undefined)	·	·	1%	-5%	-3%	·	-2%	-10	8%	-7%
CCOc1ccc(OCCC(=O)NNC(=O)c2nn(C)c(=O)c3ccccc23)cc1	-2%	19%	-1%	2%	1%	·	-4%	1	-14%	?
CN(CCc1ccccc1)C(=O)c1cccc(NC(=O)Cc2cccc(NC(=O)C3CCCN(C(=O)CCc4ccccc4)C3)c2)c1 (centres undefined)	·	·	3%	-5%	·	·	3%	·	·	-11%
CCOc1ccc(NC(=O)c2nsc(Cl)c2Cl)cc1	-4%	7%	6%	0%	15%	-11%	1%	-16	1%[11.5 µM]	19%
CC(=O)c1cccc(NC(=O)c2ccccc2-c2ccccc2C(=O)O)c1	-17%	-3%	-2%	·	-1%	-25%	4%	0	2%	0%
COc1ccccc1C(=O)C1CCCN(C(=O)c2cccc(Cn3cccn3)c2)C1 (centres undefined)	5%	-6%	0%	-3%	0%	·	·	-6	17%	-19%
O=C(NC(=S)Nc1ccccc1N1CCOCC1)c1ccc(Br)cc1	3%	0%	-7%	1%	13%	31%[activator]	32%[activator]	-18	5%	-7%
O=C(c1ccc2c(c1)OCO2)N1CCC2(CC1)Oc1ccc(F)cc1C(=O)C21CC(c2ccc(Cl)cc2)=NO1 (centres undefined)	12%	-2%	-6%	-2%	-25%	·	-8%	-5	32%	7%
CCN(CC)C(=S)SCC(=O)Nc1ncc2c(n1)CCCC2=O	4%	-13%	-5%	-57%	-7%	·	2%	3	2%	4%
O=C(Nc1ccccc1)OCCNC(=O)c1ccccc1	9%	-1%	2%	-154%	-2%	6%	2%	8	-8%	-5%
CCC(C(=O)N1CCC(C(N)=O)CC1)n1nc(C)n2c(cc3occc32)c1=O (centres undefined)	?	-2%	-9%	-6%	1%	20%	2%	-4	-2%	-1%
NC(=O)c1ncn([C@@H]2O[C@H](CO)[C@@H](O)[C@H]2O)c1O	5%&4%	-21%	0%	-2%	-11%&-5%	9%&-8%	-4%	-12&27	3%	·
CN(C)CC(=O)Nc1cc(C(F)(F)F)ccc1Cl	6%	-5%	2%	-7%	8%	14%	2%	25	11%	4%
Cc1cccc(C(=O)O/N=C(\N)Cc2ccc([N+](=O)[O-])cc2)c1	6%	?	-5%	1%	-18%	25%	-1%	-8	2%	1%
Cc1ccc(CC2CC(=O)N(CC(=O)O)C2=O)cc1 (centres undefined)	2%	-8%	-2%	0%[46.1 µM]	-8%	-27%	4%	-9	3%	16%
Cc1nc(SCC(=O)N(CC(C)C)C2CCS(=O)(=O)C2)c2c(C)c(C)sc2n1 (centres undefined)	·	·	-2%	-3%	-2%	·	-2%	0	-3%	-6%
CC(C)C(=O)NC(=S)Nc1ccc(S(=O)(=O)N2CCCC2)cc1	-1%	-2%	-2%	3%[46.1 µM]	6%	1%	6%	-4	-6%	10%
CCOC(=O)N1CCN(c2cc(=O)n(-c3cccc(Br)c3)c(=O)[nH]2)CC1	-3%	0%	-1%	11%	-2%	-17%	1%	-9	7%	-20%
CC(=O)c1ccc(OCC(=O)Nc2ccc(N3CCCCC3)cc2)cc1	·	·	-2%	4%	0%	·	3%	-7	10%	-33%
Cc1ccc(C(=O)CC(=O)c2ccccc2)cc1	3%	6%	-1%	·	-5%	35%[activator]	-6%	-8	11%	?
CN(C(=O)COC(=O)c1cc2ccccc2cc1O)c1ccccc1	·	·	-3%	·	·	·	11%	·	19%	2%
Cc1ccc(-c2cc(C(F)F)nc(NCC3CCCO3)n2)cc1 (centres undefined)	-1%	-4%	-7%	-9%[46.1 µM]	17%	13%	12%	-2	11%	-15%
COc1ccc(C(=O)NC2=NCCS2)cc1	11%	-16%	2%	1%	18%	3%	1%	0	0%	8%
Oc1ccccc1/C=N/Nc1nn[nH]n1	-1%	10%	-1%	4%	-2%	·	38%[activator]	3	-9%	-16%

Remaining list, next part.
SMILES	MLL CXXC-DNA inh	MBNL1 CUG block	PTAP TSG101 blk	TCR act	Mito fusion yeast	Menin-MLL TR inh	S-ASM inh	TSHR antag	A-T KAP1 phos	a7 integrin act
C=CCN=C(NC#N)SCCc1ccccc1	-6%	-7%	-3%	·	0%	0%	-2%	5	9%	-15%[7.66 µM]
O=S(=O)(NCC1CCCO1)c1cnc(Cl)c(Br)c1 (centres undefined)	13%	-3%	2%	1%[46.1 µM]	-1%	5%	0%	7	23%	-36%
Cc1ccc(SC(C)C(=O)Nc2ccc(S(=O)(=O)N3CCOCC3)cc2)cc1 (centres undefined)	-4%	-6%	-2%	-1%	-3%	12%	-2%	5	-3%	-6%
COc1ccc(S(=O)(=O)Nc2nc3n(n2)C(c2ccc(Cl)cc2)CC(=O)N3)cc1 (centres undefined)	?	2%	-4%	14%	-2%	-23%	24%	4	-4%	22%
O=C(Nc1ccncc1)C1CCN(S(=O)(=O)c2ccccc2C(F)(F)F)CC1	15%	-16%	0%	-1%	0%	·	0%	-42	0%	-1%
Cc1ccc2nc(SCc3ccc([N+](=O)[O-])cc3)nc(C)c2c1	-4%	-3%	-6%	4%	-3%	-1%	-3%	8	-2%	0%
O=C(Nc1nnc(-c2ccccn2)o1)c1cccc(Cl)c1	17%	-11%	0%	-6%	?	1%	-1%	-9	0%	-29%
COC(=O)c1ccc(OC)c(-c2c(OC)cc(OC)cc2OC)c1	7%	-18%	1%	8%	11%	6%	-1%	-8	6%	25%
CS(=O)(=O)N1CCC(C(=O)Nc2ccc(OCc3ccccc3)cc2)CC1	-2%	5%	0%	5%	0%	0%	4%	21	4%	11%
CN(C)C(=O)c1ccc(COc2ccccc2Br)o1	13%	-1%	0%	-1%	-2%	?	-2%	-7	-1%	11%
O=C(CCN1C(=O)c2cccc3cccc(c23)C1=O)NC1CCS(=O)(=O)C1 (centres undefined)	2%	?	-2%	1%	-1%	·	12%	2	-8%	-4%
C=C(C)CNC(=O)CCc1nnc(Cc2cccc(C(F)(F)F)c2)o1	4%	1%	-7%	1%	5%	1%	4%	6	4%	16%
Cc1ccccc1C(=O)O/N=C(\N)c1ccccc1	0%	2%	-1%	5%	3%	-5%	0%	-5	2%	?
CCCCCCNS(=O)(=O)c1ccc(NC(=O)C2CCCO2)cc1 (centres undefined)	2%	-2%	0%	1%[46.1 µM]	12%	4%	2%	51	3%	-30%
Nc1nc(C23CC4CC(CC(C4)C2)C3)[nH]c(=O)n1	-5%	0%	-3%	-1%	-4%	·	-5%	-5	-9%	?
CCn1c(SCC(=O)NCc2ccco2)nnc1-c1cccs1	-14%	-4%	-10%	-4%	4%	-26%	-1%	28	·	-5%[7.66 µM]
CCOC(=O)C1=C(C)Nc2nc3ccccc3n2C1c1ccccc1 (centres undefined)	-9%	-3%	-1%	0%	1%	-1%	4%	14	·	11%
CCn1cc(C(=O)NCCCOC(C)C)c(=O)c2cc(S(=O)(=O)N3CCC(C)CC3)ccc21	6%	-3%	-2%	-12%	-8%	-13%	-1%	-5	0%	12%
COc1ccc(C2C(C#N)=C(N)Oc3cc(C)[nH]c(=O)c32)cc1OC (centres undefined)	7%	-14%	0%	6%	5%	·	6%	2	-4%	-22%
Cc1ccc(-c2nnn(CC(=O)N3CCN(c4ccccc4)CC3)n2)o1	0%	-2%	-3%	·	7%	-8%	-1%	-6	1%	-9%
Cc1ccc(N2CN(Cc3ccco3)CNC2=S)c(C)c1	?	·	1%	-7%[46.1 µM]	1%	0%	6%	43	-1%	-12%
CCOc1ccc(NC(=O)CCC(=O)n2nc(C)cc2C)cc1	0%	-1%	·	·	-3%	-8%	·	17	-5%	·
CCOC(=O)CN(Cc1ccccc1)C(=O)OC(C)(C)C	-2%	1%	·	·	-4%	-1%&-3%	·	-8	1%	·
